BLM helicase inh = blocks DNA unwinding by human BLM helicase. P54132. recombinant BLM DNA unwinding, fluorescence dequenching. Potency, µM (series often up to 56.1 µM), for inactives: at the highest dose activity change, negative = inhibition, most hits filed as inhibitors. actives 0.2% (n = 350,000);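 note: plate controls were vehicle for no effect and no enzyme for full effect; nearly all actives have a fitted effect of over 35% in size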
G9a block = blocks human histone lysine methyltransferase G9a | Q96KQ7 | G9a H3K9 monomethylation, AlphaScreen, 2 h | Potency, µM (highest dose often 102 µM), for the others: top-dose activity, negative = inhibition, usual class: inhibitors | actives 8.8% (n = 350,000); note: % is set by controls: 0 for no effect and ±100 for the full control effect; nearly all actives have a fitted effect of over 75% in size
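G9a (20 nM) preincubated 15 min RT with compounds, then 500 nM biotinylated H3K9 peptide and 20 uM SAM added; 2 h RT reaction. Monomethyl-H3K9 product detected by AlphaScreen with anti-H3K9me1 antibody, streptavidin donor and anti-rabbit IgG acceptor beads.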
BAZ2B inh = blocks human BAZ2B; Q9UIF8; Potency, µM (doses to about 114 µM), inactives show top-dose activity change, negative = inhibition, actives largely listed as inhibitors; AlphaScreen BAZ2B-H3K14Ac peptide displacement; actives 4.4% (n = 360,000); note: % is set by controls: 0 for no effect and ±100 for the full control effect; nearly all actives have a fitted effect of over 60% in size
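BAZ2B (50 nM) with biotin-H3(5-23)K14Ac peptide (50 nM) in PBS pH 7.4, 0.01% Tween-20, preformed 30 min, then compound 30 min at room temperature; top concentration 110uM. AlphaScreen streptavidin donor/nickel chelate acceptor beads (10 ug/mL final), 20 min dark, signal read.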
APEX1 inh = blocks human APE1 abasic DNA cleavage | recombinant APE1, TAMRA/BHQ-2 abasic DNA cleavage fluorescence | P27695 | AID 2517 | actives 0.35% (n = 350,000) | Potency, µM (top dose mostly 65.8 µM), for the others: top-dose activity change, negative = inhibition, most hits filed as inhibitors;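 note: plate controls were vehicle for no effect and reference inhibitor for full effect; nearly all actives have a fitted effect of over 55% in size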
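Compound pre-exposure to 0.75 nM APE1, 15 min at ambient temperature. Reaction initiated with 50 nM TAMRA/BHQ-2 THF substrate, read immediately in kinetic mode, 525 nm excitation, 598 nm emission.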
Pol beta inh = inhibitors of human DNA polymerase beta; P06746; Pol beta primer extension/strand displacement, fluorescence kinetic; Potency, µM (series often up to 114 µM), inactives show top-dose activity change, negative = inhibition, usual class: inhibitors; actives 1.3% (n = 340,000); note: % is set by controls: 0 for no effect and ±100 for the full control effect
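Kinetic readout of DNA synthesis with strand displacement by Pol beta. Compound and 10 nM enzyme sit 15 min at room temperature; 50 nM substrate starts the reaction, read immediately and at 10 min.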
POLH inh = DNA polymerase eta (human) inhibition; Q9Y253; recombinant Pol eta, fluorescent DNA replication assay; Potency, µM (series often up to 114 µM), for inactives: top-dose activity change, negative = inhibition, most hits filed as inhibitors; actives 1.2% (n = 390,000); AID 588591; note: % is set by controls: 0 for no effect and ±100 for the full control effect
Target sequence (Q9Y253 whole entry, looked up): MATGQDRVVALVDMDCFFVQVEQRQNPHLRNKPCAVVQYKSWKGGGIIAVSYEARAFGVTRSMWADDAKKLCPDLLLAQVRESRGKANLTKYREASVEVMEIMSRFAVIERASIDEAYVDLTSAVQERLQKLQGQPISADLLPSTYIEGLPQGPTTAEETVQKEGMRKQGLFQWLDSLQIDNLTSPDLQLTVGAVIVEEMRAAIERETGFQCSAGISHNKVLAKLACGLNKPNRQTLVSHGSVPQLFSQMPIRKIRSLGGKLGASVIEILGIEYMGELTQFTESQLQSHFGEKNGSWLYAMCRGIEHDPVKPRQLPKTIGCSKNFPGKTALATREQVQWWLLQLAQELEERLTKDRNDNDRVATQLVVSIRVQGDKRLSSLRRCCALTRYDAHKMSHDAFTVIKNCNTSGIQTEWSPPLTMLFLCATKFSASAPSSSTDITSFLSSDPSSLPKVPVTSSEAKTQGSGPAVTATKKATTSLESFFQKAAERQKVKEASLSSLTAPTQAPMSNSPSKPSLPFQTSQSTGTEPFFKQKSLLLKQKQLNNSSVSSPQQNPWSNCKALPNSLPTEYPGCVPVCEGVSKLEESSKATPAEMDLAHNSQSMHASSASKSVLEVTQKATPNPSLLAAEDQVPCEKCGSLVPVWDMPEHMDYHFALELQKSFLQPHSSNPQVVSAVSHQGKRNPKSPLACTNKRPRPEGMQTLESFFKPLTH
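Pol eta at 10 nM preincubated with compounds 15 min at room temperature; reaction started with fluorescent substrate (50 nM final) and read kinetically at 0 and 10 min.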
POLK inh = DNA polymerase kappa (human) inhibition. Q9UBT6. purified Pol kappa, fluorescent DNA synthesis assay, 10 min. Potency, µM (highest dose often 107 µM), without a hit: at the top dose activity, negative = inhibition, usual class: inhibitors. actives 0.53% (n = 400,000). AID 588579; note: % is set by controls: 0 for no effect and ±100 for the full control effect
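Enzyme at 10 nM met test compounds for 15 min at room temperature. Substrate addition (50 nM final) began the reaction, which was monitored by fluorescence at 0 and 10 min.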
Anesthetic bind = binds horse apoferritin like a general anesthetic. apoferritin/1-aminoanthracene competitive binding, fluorescence. P02791. AID 485281. Potency, µM (highest dose often 77.5 µM), for the others: at the highest dose activity change, negative = displacement, most hits filed as inhibitors. actives 0.074% (n = 350,000); note: % is set by controls: 0 for no effect and ±100 for the full control effect; nearly all actives have a fitted effect of over 20% in size
Target sequence (P02791 2-175 limits assumed): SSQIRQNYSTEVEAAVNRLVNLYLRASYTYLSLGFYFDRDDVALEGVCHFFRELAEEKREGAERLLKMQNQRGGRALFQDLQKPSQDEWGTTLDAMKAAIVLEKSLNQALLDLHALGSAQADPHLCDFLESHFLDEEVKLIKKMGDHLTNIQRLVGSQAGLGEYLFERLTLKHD
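Horse-spleen apoferritin (10 uM) in 50% saturated 1-aminoanthracene in PBS was incubated 10 min at room temperature with compound. Fluorescence (ex 380, em 535 nm) was normalized to free and bound 1-AMA, with concentration-response fitted by a four-parameter Hill equation.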
Pol iota inh = blocks human DNA polymerase iota activity; Q9UNA4; Pol iota fluorescent replication assay, 10 min; Potency, µM (doses to about 115 µM), without a hit: at the highest dose activity, negative = inhibition, most hits filed as inhibitors; actives 1% (n = 390,000)
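Pol iota at 10 nM preincubated 15 min with compounds at room temperature; reaction started with fluorescent substrate, 50 nM final. Fluorescence read kinetically at 0 and 10 min; buffer-only wells as negative control.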
* hit, by the source's call; ? = inconclusive; . = no result given; & = joins results of further samples; [ ] = dose if it differs, or a comment. Calls come from the whole dose curve; as a rule, active = well fitted curve in the direction sought with a large enough effect; inconclusive = small, poorly fitted or top-dose-only effect, or another doubt; inactive = no such curve, though single readings can be large; an effect the other way counts as inactive or inconclusive. Potency is the fitted concentration of half-maximal effect. The list is partial; rates above refer to the full screens.

SMILES	BLM helicase inh	G9a block	BAZ2B inh	APEX1 inh	Pol beta inh	POLH inh	POLK inh	Anesthetic bind	Pol iota inh
CCN(CC)S(=O)(=O)c1cccc(C(=O)N2CCCCC2)c1	-3%	8%[12.7 µM]	-6%	-1%	-14%	-11%	7%	-3%	-6%
Cc1nn(CC(=O)Nc2ccccn2)c(=O)c2ccccc12	1%	3%[12.7 µM]	4%	3%	-6%	-2%	-10%	6%	-1%
O=C(CSc1nc2ccccc2n1CC(=O)Nc1ccc(F)cc1F)Nc1ccc(F)cc1	-4%	9%[12.7 µM]	-2%	.	30%	-1%	-5%[60.1 µM]	0%	-6%
COC(=O)CNC(c1ccccc1)c1cc(Br)ccc1NC(=O)c1cc(OC)c(OC)c(OC)c1 (stereo unspecified)	-7%	-22%[59 µM]	-15%	.	-1%	.	-9%	-20%	12%
Cn1c(=O)[nH]c2nc[nH]c2c1=O	2%	28%[59 µM]	3%	-1%&-2%	.	-11%	-19%	-1%	-5%
O=C(COC(=O)c1ccccc1NC(=O)c1ccco1)NC1CC1	0%	-18%	-11%	0%	21%	?	-18%	-4%	44%[activator]
O=c1cc(CO)oc(CN2CCC(Cc3ccccc3)CC2)c1O	0%	11%[2.33 µM]	-11%	0%	14%	-10%	-9%	-22%	13%
CC(NC(=O)c1nn(C)c2c1CS(=O)(=O)c1ccccc1-2)c1ccccc1 (stereo unspecified)	-5%	-2%	-10%	-5%	19%	-10%	9%	-12%	27%
Cc1ccc([N+](=O)[O-])c(OCCN2CCc3ccccc3C2)c1	-1%	10µM*	50µM*	-7%	-12%	-8%	0%	?	2%
Cc1cc(C)c(C(=O)COC(=O)CCNS(=O)(=O)c2c(Cl)cccc2Cl)cc1C	-17%	23%[59 µM]	7%	-4%	-20%	-16%	4%	?	-14%
C/C(=N\NC(=O)CNC(=O)c1ccc(Br)cc1)c1ccco1	-27%	43%[59 µM]	-21%	6%	-1%	-5%	-7%	?	-16%
COC(=O)c1ccccc1NC(=O)Nc1cnccn1	-3%	18%[59 µM]	9%	-3%	-10%	-16%	-3%	-2%	7%
CC(C)(C)OC(=O)N1CCCC(C(=O)Nc2cccc(C(=O)N3CCCC3)c2)C1 (stereo unspecified)	.	.	.	8%	.	-21%	2%	.	54%[activator]
Cc1ccc(S(=O)(=O)N2CCN(C(=O)COC(=O)C3CCC3)CC2)cc1	.	-35%	-18%	38%[activator]	.	3%	-4%	.	28%
CCCn1nc2cc(C(=O)NCc3ccc(OC)cc3)ccc2c1OCC	-3%	-13%[59 µM]	10%[57.1 µM]	20%	34%	-7%	9%	-2%	-27%
O=C(CCCc1ccccc1)NCCc1ccc(F)cc1	-3%	7%	-10%	39%	1%	-3%	-4%	-16%	171%[activator]
O=C(/C=C/c1cccc(F)c1)Nc1cc(S(=O)(=O)N2CCOCC2)ccc1Cl	.	.	.	14%	.	-15%	-5%	.	6%
Cc1ccc(C)c(N2CCN(c3cc(C)nc4c(-c5ccc(Cl)cc5)c(C)nn34)CC2)c1	-1%	53%[activator][59 µM]	0%	.	9%	.	1%	-3%	13%
COc1cccc2cc(-c3nc(-c4cccs4)no3)c(=O)oc12	1%	1%[59 µM]	10%	.	3%	-6%	-2%	-3%	9%
COC(=O)c1ccc(COC(=O)c2ccc(CS(=O)(=O)c3ccc(C)cc3)cc2)cc1	-4%	8%[59 µM]	12%	3%	-1%	5%	-10%	-7%	?
COc1ccc(C2Nc3ccccc3C(=O)N2c2ccc(C)cc2)cc1Cn1nnc2ccccc21 (stereo unspecified)	-11%	-7%	-1%	5%	22%	-5%	-5%	126%[activator]	-13%
CCOc1cc(/C=C2\CCCC(C(=O)C(F)(F)F)=C2O)ccc1O	-7%	20µM*	-33%	-1%	50µM*	?	0%	?	8%
CN1CCN(CCN2CCn3c2nc2ccccc23)CC1	-1%	?	?	-3%	7%	-1%	-6%	-6%	1%
N#Cc1c(-n2ncnc2-c2ccc(F)cc2)sc2c1CCCCC2	-2%	?	7.1µM*	.	1%	-20%	4%	?	5%
COc1ccc(Cl)cc1NC(=O)Cn1c(=O)n(Cc2ccc(F)cc2)c(=O)c2cccnc21	-1%	2%[59 µM]	-1%	.	14%	-3%	-27%	5%	-6%
O=C(Nc1cccc(-c2nnc(-c3ccccc3)o2)c1)C1CC1	1%	33%	12%	4%	0%	0%	-2%	-7%	97%[activator]
COc1cccc(CCNC(=O)C2CCCN(c3ncnc4c3nc3n4CCCCC3)C2)c1OC (stereo unspecified)	1%	?	-12%	-5%	35%	-7%	-3%	-4%	14%
CCc1ccccc1NC(=O)Nc1cnccn1	-2%	67%[activator]	-2%	24%	47%	-3%	-12%	-7%	-16%
Cc1nnc(CN(C)Cc2cn[nH]c2-c2ccc(-c3ccccc3)cc2)o1	-1%	.	1%	26%	10%	5%	-8%	-3%	24%
CC1CCCC(NC(=O)CCNC(=O)c2ccc(Br)cc2)C1C (stereo unspecified)	.	15%[0.501 µM]	13%	6%	.	-12%	?	.	42%[activator]
CC1CCc2c(sc3nn[nH]c(=O)c23)C1 (stereo unspecified)	2%	?	-9%	-9%	2%	-6%	-7%	25µM*	17%
COc1ccc2cc(C3CC(c4cccs4)=NN3S(C)(=O)=O)c(Cl)nc2c1 (stereo unspecified)	-3%	-7%[59 µM]	0%	-2%	18%	-23%	-10%[60.1 µM]	-14%	122%[activator]
Cc1c(OCC(=O)NC2CCN(Cc3ccccc3)CC2)ccc2c3c(c(=O)oc12)CCC3	-7%	-4%	-6%	-3%	18%	-2%	8%	-11%	5%
COC(=O)c1nc2n(n1)C(c1cccc(Cl)c1)C1=C(CC(C)(C)CC1=O)N2 (stereo unspecified)	-2%	4%	13%	-9%	11%	-10%	-4%	-7%	-9%
COc1ccccc1-c1cc(C2CC2)nc(N)c1C#N	-10%	-7%[59 µM]	.	-1%	9%	-10%	-1%	?	-4%[58.9 µM]
CN(CCc1ccccn1)S(=O)(=O)c1ccccc1F	-1%	45µM*	?	-7%	16%	-12%	-3%	-11%	?
C=CCOc1c(Br)cc(/C=N/O)cc1OCC	-4%	32%[59 µM]	0%	-7%	17%	-10%	-15%	-24%	0%
Clc1ccc(CN2CCc3nc(N4CCN(c5ccccn5)CC4)ncc3C2)cc1	4%	0%[12.7 µM]	-36%	.	-9%	-9%	-5%[60.1 µM]	55%[activator]	6%
CCc1nnc(NC(=O)c2cc(-c3cccnc3)nc3ccccc23)s1	-4%	?	?	11%	17%	1%	15%	-2%	48%[activator]
N=c1c2c(-c3ccccc3)c(-c3ccccc3)n(Cc3ccco3)c2ncn1CCCO	-5%	-10%	?	7%	3%	-5%	3%	2%	?

Part of the list above in order of formula weight, ascending:
SMILES	BLM helicase inh	G9a block	BAZ2B inh	APEX1 inh	Pol beta inh	POLH inh	POLK inh	Anesthetic bind	Pol iota inh
C=CCOc1c(Br)cc(/C=N/O)cc1OCC	-4%	32%[59 µM]	0%	-7%	17%	-10%	-15%	-24%	0%
CCc1nnc(NC(=O)c2cc(-c3cccnc3)nc3ccccc23)s1	-4%	?	?	11%	17%	1%	15%	-2%	48%[activator]
COc1ccc2cc(C3CC(c4cccs4)=NN3S(C)(=O)=O)c(Cl)nc2c1 (stereo unspecified)	-3%	-7%[59 µM]	0%	-2%	18%	-23%	-10%[60.1 µM]	-14%	122%[activator]
N=c1c2c(-c3ccccc3)c(-c3ccccc3)n(Cc3ccco3)c2ncn1CCCO	-5%	-10%	?	7%	3%	-5%	3%	2%	?
Cc1c(OCC(=O)NC2CCN(Cc3ccccc3)CC2)ccc2c3c(c(=O)oc12)CCC3	-7%	-4%	-6%	-3%	18%	-2%	8%	-11%	5%

Next part.
SMILES	BLM helicase inh	G9a block	BAZ2B inh	APEX1 inh	Pol beta inh	POLH inh	POLK inh	Anesthetic bind	Pol iota inh
O=C(NCC1CCCO1)C(c1ccc(N2CCOCC2)cc1)N(C(=O)Cn1nnc2ccccc21)c1ccccc1F (stereo unspecified)	-5%	8%	-21%	-4%	1%	0%	-4%	-15%	-6%
COCCn1nnnc1CN(Cc1cccnc1)Cc1cc2cc(OC)ccc2[nH]c1=O	-1%	?	-2%	-2%	27%	-9%	-16%	3%	5%
COc1ccc(OC)c(C(=O)Cn2nnc(-c3ccc(N4CCOCC4)cc3)n2)c1	-1%	13%[12.7 µM]	-5%	-2%	-22%	1%	4%	-12%	0%
CCCC(=O)Nc1nnc(COC)s1	-7%	-3%[12.7 µM]	7%	4%	9%	-2%	-4%	4%	0%
CNC(=S)N(Cc1cccs1)Cc1cc2ccc(OC)cc2[nH]c1=O	2%	7%[59 µM]	1%	-2%	3%	?	-16%	-12%	-4%
N#CC1(NC(=O)COC(=O)c2nc(Cl)ccc2Cl)CCCCC1	.	-12%[2.33 µM]	11%	24%	.	-6%	-6%	.	38%[activator]
CCCCOc1ccc(C(=O)NCCC(=O)NCCCC(=O)OCC)cc1	-2%	.	-2%	-3%	2%	-14%	5%	-4%	-5%[58.9 µM]
CCN(CC)CCCn1c2c(c(SCC(=O)Nc3ccccc3Cl)nc1=O)CCC2	.	?	-3%	-10%	.	-4%	-11%	.	7%
CCNC(=S)NNC(=O)c1cc(CC(C)C)nc2ccccc12	-2%	10%	13%[57.1 µM]	-2%	12%	3%	-6%	-9%	35%[activator]
Cc1ccc(NC(=O)c2ccc3[nH]c(C)cc(=O)c3c2)cc1	-2%	-35%[59 µM]	-4%	.	9%	4%	-18%	13%	-2%
Cc1cccc(NC(=O)C2CCN(S(=O)(=O)c3ccc4c(c3)NC(=O)CO4)CC2)c1	0%	5%[59 µM]	-14%	2%	12%	-16%	9%	-12%	-5%
COc1ccc2occ(C(=O)c3ccc(N)cc3)c2c1	-6%	-3%	2%	20%	0%	-24%	-6%[60.1 µM]	-19%	24%
COC(=O)c1cccc(Nc2nc(-c3ccncc3)nc3ccccc23)c1	-4%	?	5%	61%[activator]	9%	-11%	8%	3%	14%
Cc1ccc(C(=O)NCC(=O)NCc2cc(=O)n(C)c(=O)n2C)cc1	-4%	26%	0%	21%	26%	9%	-1%	-4%	10%
COc1ccc(NC(=O)COC(=O)Cc2c(F)cccc2Cl)cc1OC	0%	-7%	-20%	-5%	14%	-23%	-3%	-16%	42%[activator]
